High-throughput results (PubChem BioAssay)
hcDAF12 agonist: activators of H. contortus DAF-12 nuclear receptor; HEK293 hcDAF-12 lit1-tk-luc reporter, luminescence; 0% DMSO, 100% Δ7-dafachronic acid; activation, % at 6.8 µM; actives 1.4% (n = 370,000); AID 652067;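 active = activation above the mean of all tested compounds plus 3 SD, cut at about 5.5% in these data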;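 also: 100% = response to 3 µM Δ7-dafachronic acid high control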
GC-A act: GC-A (human) enzyme activation; HEK293 GC-A cells, cGMP TR-FRET, EC30 ANP; 0% at EC30 ANP, 100% saturating ANP; activation, % at 10 µM; actives 0.14% (n = 370,000); AID 1671463; in the data active = activation above about 40%
ADAM10 inh: ADAM10 inhibition, QFRET primary screen; O14672; recombinant ADAM10, EDANS/DABCYL FRET peptide cleavage, 3 h; inhibition, % at 7 µM; actives 0.62% (n = 370,000);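 active = inhibition above a per-campaign cutoff equal to the mean of compounds falling between control-based bounds plus 3 SD, cut at about 20% in these data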;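 also: 0% = DMSO wells while the 100% control is not disclosed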
Target sequence (O14672 214-748 limits assumed): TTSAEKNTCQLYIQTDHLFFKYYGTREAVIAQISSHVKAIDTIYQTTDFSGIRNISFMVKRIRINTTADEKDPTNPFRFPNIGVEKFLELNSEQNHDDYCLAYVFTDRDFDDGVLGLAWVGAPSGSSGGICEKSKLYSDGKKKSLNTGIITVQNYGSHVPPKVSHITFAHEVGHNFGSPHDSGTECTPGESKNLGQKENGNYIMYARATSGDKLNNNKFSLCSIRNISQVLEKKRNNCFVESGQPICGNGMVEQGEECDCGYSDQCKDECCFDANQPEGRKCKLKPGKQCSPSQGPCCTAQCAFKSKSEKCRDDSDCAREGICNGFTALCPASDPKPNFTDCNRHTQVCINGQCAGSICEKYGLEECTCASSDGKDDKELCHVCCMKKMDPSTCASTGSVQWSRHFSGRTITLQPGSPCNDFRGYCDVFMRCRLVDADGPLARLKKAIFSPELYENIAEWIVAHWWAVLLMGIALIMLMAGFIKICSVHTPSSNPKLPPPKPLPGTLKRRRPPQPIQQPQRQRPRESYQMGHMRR
ssDAF-12 act: activates DAF-12 receptor from parasite S. stercoralis; activation, % at 6.8 µM; HEK293 ssDAF-12/GRIP1 lit1-tk-luc reporter, luminescence; % of 3 µM dafachronic acid response; actives 1% (n = 370,000); AID 652126;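 active = activation above the mean over all tested compounds plus 3 SD, cut at about 0.9% in these data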;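 also: 0% = DMSO-only wells and 100% = 3 µM delta7-dafachronic acid wells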
DAX1 inh-1: inhibitors of DAX1 repression of SF-1 activated StAR promoter. HEK293T StAR-luciferase reporter, SF-1/DAX-1 repression relief. inhibition, % at 6.8 µM. actives 1.1% (n = 370,000). AID 652010;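 active = inhibition above the mean over all tested compounds plus 3 SD, cut at about 3.6% in these data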;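 also: 0% = DAX-1 cells with DMSO and 100% = cells lacking DAX-1 with DMSO; higher inhibition means more luminescence from relief of DAX-1 repression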
PG9 Ab binder: small molecules binding HIV-1 gp120 antibody PG9; TR-FRET gp120-PG9 antibody binding; inhibition, % at 6.7 µM; actives 0.43% (n = 360,000); in the data active = inhibition above about 8.5%
hgDAF-12 ag: agonists of H. glycines DAF-12 nuclear receptor; activation, % at 6.8 µM; HEK293 GAL4-hgDAF12 UAS-luciferase reporter, agonist luminescence; normalized to butyrate control; actives 1.8% (n = 370,000);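 active = activation above a cutoff set at the mean of all screened compounds plus 3 SD, cut at about 10% in these data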;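 also: 0% = DMSO wells and 100% = sodium butyrate wells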
ADAM17 inh: ADAM17 inhibition, QFRET primary screen | P78536 | recombinant ADAM17, EDANS/DABCYL FRET peptide cleavage | inhibition, % at 6.95 µM | actives 0.83% (n = 370,000) | AID 720648;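 active = inhibition above the mean of compounds lying between control limits plus 3 SD, set per campaign, cut at about 8.5% in these data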;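 also: 0% = DMSO-only wells as the low control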
SMARCA2 act: increases SMARCA2 function in MMTV reporter cells | MG213 cells, MMTV-luciferase reporter, dexamethasone, overnight | actives 1% (n = 370,000) | activation, % at 9.1 µM; in the data active = activation above about 7.8%;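 also: 0% = vehicle wells and 100% = reference activator wells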
FXN GAA850 act: activators of GAA850 frataxin (FXN) promoter; HEK293 lucGAA850 FXN promoter luciferase reporter, 24 h; percent of 10 µM SAHA response; activation, % at 6 µM; actives 0.56% (n = 360,000); AID 540364;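 active = activation above the average of all compounds screened plus 3 SD, cutoff fixed separately per campaign, cut at about 7.5% in these data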;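 also: 0% = DMSO wells and 100% = 10 µM SAHA wells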
DAX1 inh-2: inhibits human nuclear receptor DAX1. P51843. HEK293 Gal4-DAX1 luciferase reporter, luminescence. inhibition, % at 6.75 µM. actives 0.99% (n = 340,000). AID 504766;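 active = inhibition above the mean over all tested compounds plus 3 SD, cut at about 4.2% in these data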;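 also: 0% = DAX1-transfected cells with DMSO and 100% = empty-vector control cells with DMSO; inhibition shows as a rise in luminescence from relieved DAX1 repression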
Target sequence (P51843 207-470 limits assumed): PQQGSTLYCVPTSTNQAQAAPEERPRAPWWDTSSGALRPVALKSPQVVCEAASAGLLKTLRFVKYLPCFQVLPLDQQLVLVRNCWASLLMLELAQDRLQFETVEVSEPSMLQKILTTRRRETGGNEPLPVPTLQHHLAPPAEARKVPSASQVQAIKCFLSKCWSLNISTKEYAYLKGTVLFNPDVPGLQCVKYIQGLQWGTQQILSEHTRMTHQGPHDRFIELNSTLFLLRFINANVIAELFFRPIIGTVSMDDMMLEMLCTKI
An asterisk follows results filed as active; x = not tested or not shown.

SMILES	hcDAF12 agonist	GC-A act	ADAM10 inh	ssDAF-12 act	DAX1 inh-1	PG9 Ab binder	hgDAF-12 ag	ADAM17 inh	SMARCA2 act	FXN GAA850 act	DAX1 inh-2
NC(=O)c1ccsc1NC(=O)c1coc2ccccc2c1=O	1.1	0	0	-0.3	4.7*	0.8	14*	-1	9.0*	5.1	1.2
Cc1ccc(Cl)cc1N1CCN(C(=O)c2cccc3c(=O)c(C)c(-c4ccccc4)oc23)CC1	0.9	-10	3	-0.6	-0.2	-2.0	0.3	2	1	2.5	-1.0
CCOc1ccc(OCC)c(S(=O)(=O)NCc2ccc3c(c2)OCO3)c1	-1.2	-2	2	-0.5	0.4	-1.5	0.7	1	2	0.1	-1.1
CN(C)S(=O)(=O)c1ccc(C(=O)Nc2ccc(S(=O)(=O)NC3=NCCCCC3)cc2)cc1	-1.5	-1	0	-0.9	-0.4	0.6	-1.2	4	-4	-0.7	1.2
O=C(O)c1cccc(-n2cccc2/C=N/O)c1	-0.4	1	4	-0.6	0.4	-0.6	0.7	-2	-1	1.5	-0.7
CC(=O)NS(=O)(=O)c1ccc(NC(=O)c2ccc3c(c2)NC(=O)CS3)cc1	-0.2	4	-3	-0.9	1.6	0.2	-1.8	-4	-3	0.3	1.9
COc1ccccc1CCCNC(=O)C1CCC(=O)N(CCCN2CCCC2=O)C1 (stereo not given)	1.0	3	-8	-1.4	-0.1	3.4	-2.1	-7	-1	-4.0	0.5
COC(=O)Cc1csc(NCc2ccccc2)n1	-2.4	-2	-9	-0.9	0.6	-0.7	3.7	-5	-2	1.3	-0.5
COc1ccc(NC(=O)CCCC(=O)c2ccccc2)cc1OC	-0.6	2	-17	-1.1	0.0	0.5	-0.7	-3	-3	0.3	-0.5
Nc1[nH]c(C(=O)c2ccccc2)c(-c2ccc(Cl)cc2)c1C(=O)NCc1ccco1	-0.5	-11	3	-1.0	-0.8	0.0	5.1	0	5	x	x
O=C(OCc1cc(=O)n2ccsc2n1)c1ccccc1O	0.7	-3	-19	-0.4	0.8	-0.1	7.0	-5	1	3.8	2.5
COc1ccc([C@H]2C[C@@H](O)[C@H](n3cc(C4CC4)nn3)CN2CC2CCCCC2)cc1	-1.0	-8	-8	-0.8	-1.2	-0.8	-0.6	-5	-5	-0.8	0.1

Further records.
SMILES	hcDAF12 agonist	GC-A act	ADAM10 inh	ssDAF-12 act	DAX1 inh-1	PG9 Ab binder	hgDAF-12 ag	ADAM17 inh	SMARCA2 act	FXN GAA850 act	DAX1 inh-2
CCN(CC)CCCNC(=O)C(C)Sc1nc(-c2ccccc2)cc(C(F)(F)F)n1 (stereo not given)	-1.8	-2	-2	-1.9	0.4	-0.5	0.9	-3	-1	-1.3	2.4
CC(=O)C1=C(C)N(Cc2ccco2)C(=O)C1(NC(=O)C1CCCCC1)C(F)(F)F (stereo not given)	1.8	1	-2	-0.5	0.2	-1.9	1.7	-5	2	-2.1	3.4
CC(OC(=O)CN1C(=O)c2ccccc2C1=O)C(=O)NCc1ccccc1 (stereo not given)	0.2	-1	-5	-0.5	0.8	-2.1	1.2	-1	4	1.1	0.7
COC(=O)c1c(NC(=O)CN2CCCC(C)C2)c2c(C)cccc2n1C (stereo not given)	-2.0	-2	-7	-1.4	-0.8	1.6	0.6	-7	-1	2.7	0.3
COc1ccc(CN2CCSCC2)c(C)c1C	0.4	-2	-3	-1.6	0.2	-1.6	-1.4	-7	-4	2.8	0.7
CCN(Cc1ccccc1)C(c1cccs1)c1nnnn1C1CCCCC1 (stereo not given)	-0.8	-15	-7	-1.6	-0.3	1.4	-0.8	-5	-2	0.7	-0.3
CC(C)NS(=O)(=O)c1ccc(OCC(=O)Nc2ccc(F)cc2)cc1	-0.6	-2	-4	-0.5	-0.5	0.3	0.8	-3	-4	1.3	-0.1
CC(C)(C)C1CCC(OC(=O)CN2CCCCC2)CC1 (stereo not given)	0.2	5	-7	-1.0	-0.1	-0.6	2.1	0	-3	2.0	0.3
COc1ccc(OCC(O)Cn2c(=N)n(Cc3ccccc3)c3ccccc32)cc1 (stereo not given)	-1.8	-15	14	-1.5	-1.2	-0.9	-2.1	2	-5	-7.9	-0.1
O=C(Nc1cccc(C(F)(F)F)c1)c1cc(-c2ccc(F)cc2)on1	2.1	-1	6	-0.7	0.0	-1.4	3.2	4	0	-0.4	0.6
O=C1OC(CCl)CN1Cc1c(Cl)cccc1Cl (stereo not given)	-0.4	0	-4	-1.1	-0.2	-1.2	2.3	-2	-3	0.1	-0.4
O=C(CSc1nc2ccccc2s1)NCCOc1ccc(Cl)cc1	-1.8	-4	-5	-1.2	-0.5	-2.2	-0.6	7	0	-3.0	0.3

Carrying on:
SMILES	hcDAF12 agonist	GC-A act	ADAM10 inh	ssDAF-12 act	DAX1 inh-1	PG9 Ab binder	hgDAF-12 ag	ADAM17 inh	SMARCA2 act	FXN GAA850 act	DAX1 inh-2
Cc1ccc(N2C(=O)c3ccc(C(=O)N4CCOCC4)cc3C2=O)cc1C	-0.8	2	-4	-0.6	-0.1	-0.1	-0.4	-2	0	-2.7	-0.6
CC1CN(C(NC(=O)C(C)(C)C)C(Cl)(Cl)Cl)CC(C)O1 (stereo not given)	-2.0	5	-9	-1.1	-0.9	1.4	-0.1	-5	-2	-0.3	0.0
O=C(Nc1cc(S(=O)(=O)N2CCOCC2)ccc1O)c1ccc(NS(=O)(=O)c2ccc(Cl)s2)cc1	-0.6	2	0	-1.5	0.1	2.4	-3.5	0	-2	3.1	0.5
CC(C)CCC(=O)N1CCOC1=O	-1.7	2	2	-0.6	-0.4	-1.8	1.9	-2	-1	-0.3	2.1
COc1ccc(S(=O)(=O)N2CCCC(C(=O)NCc3ccccn3)C2)cc1 (stereo not given)	1.1	1	2	-0.8	-0.1	-3.1	0.9	-3	0	-0.3	-1.2
Cc1cnc(C(=O)OCC(=O)NC(C)CCc2ccccc2)cn1 (stereo not given)	0.1	1	-3	-1.0	-0.1	-0.9	0.9	0	-3	0.6	1.2
CCOc1ncccc1C(=O)NCCc1ccc(S(N)(=O)=O)cc1	0.7	0	4	-1.1	0.2	1.3	1.0	-3	-4	0.1	0.7
CC1(c2nnc(Cc3ccccc3)o2)CC(c2ccc([N+](=O)[O-])cc2)=NO1 (stereo not given)	-1.0	1	8	-1.2	0.6	-2.6	0.6	1	-1	2.5	3.2
O=S(=O)(CCN1CCCCC1)CCS(=O)(=O)CCN1CCCCC1	-0.8	3	2	-1.4	-1.2	-1.4	-2.3	0	5	1.2	0.8
COC(=O)c1[nH]c2cc(OC)c(OC)cc2c1NC(=O)Oc1ccccc1	0.8	-21	-41	-0.8	-0.4	-30	0.1	-20	-3	-0.8	-0.4
Cc1cc(Cl)ccc1OCC(=O)OC(C)C(=O)N(C)C (stereo not given)	1.2	2	-5	-1.2	-0.3	-0.2	-0.4	-3	-2	0.3	0.6
CCc1ccccc1C1=CC(=O)C[C@H](c2ccc(OC)cc2)C1	0.0	2	10	-1.0	-0.2	-0.8	-3.3	1	0	1.9	1.0

Entries listed so far printed as active in DAX1 inh-1.
Structure,hcDAF12 agonist,GC-A act,ADAM10 inh,ssDAF-12 act,DAX1 inh-1,PG9 Ab binder,ADAM17 inh,SMARCA2 act,DAX1 inh-2
NC(=O)c1ccsc1NC(=O)c1coc2ccccc2c1=O,1.1,0,0,-0.3,4.7*,0.8,-1,9.0*,1.2

More results.
SMILES	hcDAF12 agonist	GC-A act	ADAM10 inh	ssDAF-12 act	DAX1 inh-1	PG9 Ab binder	hgDAF-12 ag	ADAM17 inh	SMARCA2 act	FXN GAA850 act	DAX1 inh-2
Cc1cc2c(cc1C)-n1nnnc1C(N(C)Cc1ccccc1)C(=O)N2 (stereo not given)	-1.5	-5	-19	-1.1	-0.7	-0.8	-1.9	-4	-5	x	x
CC1=CC(C)(C)N(C)C(=O)N1c1ccc(Cl)cc1	-1.3	0	0	-0.9	0.5	-4.6	0.4	-3	0	1.2	-0.8
Cc1cc([N+](=O)[O-])cnc1NC(C)c1ccccc1 (stereo not given)	-0.8	-5	5	-1.0	-0.6	0.3	-1.3	-2	-2	2.2	0.5
Cc1cccc(NC(=O)c2cc(N3CCOCC3)nc3ccccc23)c1	3.0	8	-127	-0.1	0.0	-0.7	-2.4	-38	-1	-0.3	0.4
COCc1ccc(C(=O)N(C)CC2CCCN(CCc3ccc(OC)cc3)C2)o1 (stereo not given)	1.6	-9	3	0.2	4.5*	-2.5	9.7	4	9.8*	2.5	0.3
CN1CCc2nc3sc(C(=O)C45CC6CC(CC(C6)C4)C5)c(N)c3cc2C1	-1.7	7	-26	-0.7	-0.1	-3.5	-0.1	-7	0	2.5	-0.6
COc1ccc2cc(-c3ccccc3)ncc2c1	13*	-1	-37	1.8*	3.0	-1.6	16*	-10	6	4.5	1.5
Nc1ncnc2c1ccn2[C@H]1CN(Cc2ccc(Cl)cc2)C[C@@H](CO)O1	-1.7	1	1	-1.5	-0.7	-2.6	-4.1	-2	-3	1.0	x
COc1cc(C)c(CN2CCN(C(C)C(=O)NC(C)c3ccccc3)CC2)cc1OC (stereo not given)	-0.6	-3	-4	-1.3	-0.5	-0.3	-1.4	-5	-4	-0.6	0.5
CC1Cc2cc(S(=O)(=O)N3CCC(C(=O)N4CCN(c5ccccc5F)CC4)CC3)ccc2N1C(=O)C1CC1 (stereo not given)	-4.8	-1	12	-1.5	-5.3	-1.3	-4.8	2	0	1.1	-3.1
NC(=O)c1ccccc1NCC(=O)c1ccc(F)cc1	0.2	3	-364	0.5	0.5	1.9	-0.1	-158	5	2.0	3.1
O=C(Nc1ccccc1)N1CCN(c2ccc(F)cc2)CC1	-0.7	4	2	-1.5	0.0	0.9	-0.3	-3	-1	0.4	2.5

New compounds follow
SMILES	hcDAF12 agonist	GC-A act	ADAM10 inh	ssDAF-12 act	DAX1 inh-1	PG9 Ab binder	hgDAF-12 ag	ADAM17 inh	SMARCA2 act	FXN GAA850 act	DAX1 inh-2
O=C(COc1ccc(Br)cc1)c1ccc2c(c1)CCCC2	-0.1	3	3	-1.0	0.1	0.3	0.3	-1	1	1.4	0.6
Cc1cccc(NC(=O)CN(CC2CCCO2)C(=O)c2cc(S(=O)(=O)N(C)C)ccc2F)c1C (stereo not given)	-2.0	-2	-4	-0.7	-0.3	-0.3	-1.4	-1	0	-2.0	0.0
Cc1ccn(CCC(=O)Nc2ccc3c(c2)OCO3)n1	0.1	0	-2	-0.7	-0.1	-0.9	4.4	1	0	3.0	0.3
COC(=O)c1ccc(NC(=O)C(=O)NCC2CCCO2)cc1 (stereo not given)	0.5	-2	0	-0.9	-0.1	-2.6	5.0	-1	2	4.2	1.0

Molecules listed so far containing a tert-butyl group:
SMILES	hcDAF12 agonist	GC-A act	ADAM10 inh	ssDAF-12 act	DAX1 inh-1	PG9 Ab binder	hgDAF-12 ag	ADAM17 inh	SMARCA2 act	FXN GAA850 act	DAX1 inh-2
CC(C)(C)C1CCC(OC(=O)CN2CCCCC2)CC1 (stereo not given)	0.2	5	-7	-1.0	-0.1	-0.6	2.1	0	-3	2.0	0.3
CC1CN(C(NC(=O)C(C)(C)C)C(Cl)(Cl)Cl)CC(C)O1 (stereo not given)	-2.0	5	-9	-1.1	-0.9	1.4	-0.1	-5	-2	-0.3	0.0
